High-throughput results deposited in PubChem by National Center for Advancing Translational Sciences (NCATS).
FUS suppressor: suppressors of FUS proteinopathy in yeast; S. cerevisiae FUS-expressing, growth rescue, OD600, 24 h; Potency, µM (top dose mostly 76.6 µM), for inactives: at the highest dose growth rescue (activation), hits mostly activators; 0.24% of 390,000 active; AID 1347120;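 note: potency is the fitted concentration of half-maximal effect; plate controls were DMSO vehicle for no effect and reference control for full effect; nearly all actives have a fitted effect of over 55% in size; some results filed as inactive show a strong effect at the top dose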
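Toxicity suppression screen in FUS-yeast. Cells induced with 2% galactose, starting OD 0.005, treated 24hr at 30C with compounds at multiple final concentrations; growth by OD600.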
Abeta yeast res: compounds reversing amyloid beta toxicity in yeast; yeast expressing A-beta42, growth rescue, OD600, 48 h; response scale: 0% DMSO, 100% iron-clioquinol control; AID 1347071; Potency, µM (top dose mostly 46.1 µM), without a hit: top-dose growth rescue, actives largely listed as activators; 0.063% of 410,000 active; note: potency is the fitted concentration of half-maximal effect; nearly all actives have a fitted effect of over 55% in size
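Yeast A-beta toxicity model in growth medium with pinned compounds, 48 h at 30 C; growth read as absorbance at 600 nm. Normalized to FeCl3/clioquinol equimolar mix (positive) and DMSO (negative).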
GLP1R cytotox: cytotoxic in the GLP-1 receptor inverse agonist counter-screen | HEK293 cAMP-luciferase reporter cells, luminescence, 24 h | 0.13% of 410,000 active | Potency, µM (doses to about 38.3 µM), inactives show top-dose activity change, negative = inhibition, hits mostly inhibitors;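 note: loss of luciferase light is scored as toxicity; potency is the fitted concentration of half-maximal effect; % is set by controls: 0 for no effect and ±100 for the full control effect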
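Quantitative HTS format, 1536 wells, 200 cells/uL seeded. Compounds: 23 nL, 24 h, 37 °C. Detection: luciferase reagent, luminescence at 12 min RT; decreased signal taken as cytotoxic.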
aSyn rescue: inhibitors of alpha-synuclein toxicity in yeast; Yeast expressing alpha-synuclein, growth rescue, BacTiter-Glo, 24 h; Potency, µM (titrated, usually from 46.1 µM), inactives show at the highest dose growth rescue (activation), actives largely listed as activators; 0.14% of 370,000 active; note: potency is the fitted concentration of half-maximal effect; % of control where 0% means no effect; nearly all actives have a fitted effect of over 65% in size
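Galactose-induced alpha-syn yeast (OD600=0.02, raffinose-pregrown) + pinned cpd, 24 hr, 30 deg C; growth by BacTiter-Glo luminescence. Growth restoration scores as activation.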
TDP43 rescue: inhibitors of TDP-43 toxicity in yeast. TDP-43 expressing yeast growth rescue, BacTiter-Glo, 24 h. Potency, µM (titrated, usually from 46.1 µM), for inactives: at the top dose growth rescue (activation), usual class: activators. 1.8% of 410,000 active. AID 652104; note: potency is the fitted concentration of half-maximal effect; % of control where 0% means no effect; nearly all actives have a fitted effect of over 50% in size
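Yeast expressing TDP-43 (pregrown in raffinose, seeded at OD600=0.02 in galactose medium) exposed to compounds 24 hr at 30 deg C. Growth read by BacTiter-Glo luminescence; rescue of toxicity appears as increased signal.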
pAkt inh: blocks phosphorylation of Akt; Neuro2A IGF-stimulated pAkt S473 HTRF, 20 min; hits give low values; activity change, % for hits at 50 µM; 0.32% of 360,000 active; in the data active = activity change below about -80%; inconclusive = mostly about -51% to -80%; note: % is set by controls: 0 for no effect and ±100 for the full control effect
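Single-point screen (50 µM final compound) in Neuro2A cells stimulated 20 min with 6 nM IGF at 37 deg C. After lysis, Ser473-phosphorylated Akt read by HTRF (ex 330 nm, em 615/665 nm) as the 665/615 ratio.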
GLP-1R inv ag: acts as inverse agonist at human GLP-1 receptor; P43220; HEK293 GLP-1R CRE-luciferase, luminescence, 24 h; GLP-1R form is constitutively active; Potency, µM (doses to about 38.3 µM), for the others: at the top dose activity change, negative = inhibition, most hits filed as inhibitors; 1.6% of 410,000 active; note: potency is the fitted concentration of half-maximal effect; % is set by controls: 0 for no effect and ±100 for the full control effect; nearly all actives have a fitted effect of over 55% in size
Target sequence (P43220 whole entry, looked up): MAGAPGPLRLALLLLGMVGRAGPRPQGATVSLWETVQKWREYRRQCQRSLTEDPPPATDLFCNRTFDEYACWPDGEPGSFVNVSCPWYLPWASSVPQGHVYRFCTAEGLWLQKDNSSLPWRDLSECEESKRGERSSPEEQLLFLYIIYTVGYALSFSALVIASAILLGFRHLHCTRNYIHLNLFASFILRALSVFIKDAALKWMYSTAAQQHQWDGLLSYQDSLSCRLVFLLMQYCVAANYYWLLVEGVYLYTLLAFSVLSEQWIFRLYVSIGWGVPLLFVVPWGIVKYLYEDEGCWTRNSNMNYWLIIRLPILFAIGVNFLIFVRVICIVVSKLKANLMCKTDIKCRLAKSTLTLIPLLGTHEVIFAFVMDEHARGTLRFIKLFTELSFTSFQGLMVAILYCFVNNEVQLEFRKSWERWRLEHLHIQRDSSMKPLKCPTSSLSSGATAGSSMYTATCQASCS
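Inverse agonists were sought by their lowering of basal cAMP reporter luciferase output in HEK293 cells stably carrying constitutively active human GLP-1R, after 24 h compound treatment.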
MmCpn inh: blocks the Methanococcus maripaludis chaperonin Mm-Cpn. purified Mm-Cpn ATPase, ADP Transcreener TR-FRET. Potency, µM (top dose mostly 76.9 µM), inactives show at the top dose activity, negative = inhibition, actives largely listed as inhibitors. 0.031% of 330,000 active; note: potency is the fitted concentration of half-maximal effect; % is set by controls: 0 for no effect and ±100 for the full control effect; nearly all actives have a fitted effect of over 80% in size
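Measured: ADP formation by purified Mm-CPN. Conditions: 25 nM protein, 10 uM ATP, Tris pH 7.4 with Mg2+, K+ and DTT, 37°C for 30 min. Detection: Transcreener HTRF after 30 min at room temperature.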
PTHR1 ag: activates the human parathyroid hormone receptor PTHR1; Q03431; HEK293 GP2 PTHR1 cells, GloSensor cAMP luminescence, 1 h; Potency, µM (titrated, usually from 115 µM), for inactives: top-dose activation, usual class: activators; 0.075% of 410,000 active; note: potency is the fitted concentration of half-maximal effect; nearly all actives have a fitted effect of over 55% in size; some results filed as inactive show a strong effect at the top dose; inactives centre near -15; many of its hits are not listed in these tables
Target sequence (Q03431 whole entry, looked up): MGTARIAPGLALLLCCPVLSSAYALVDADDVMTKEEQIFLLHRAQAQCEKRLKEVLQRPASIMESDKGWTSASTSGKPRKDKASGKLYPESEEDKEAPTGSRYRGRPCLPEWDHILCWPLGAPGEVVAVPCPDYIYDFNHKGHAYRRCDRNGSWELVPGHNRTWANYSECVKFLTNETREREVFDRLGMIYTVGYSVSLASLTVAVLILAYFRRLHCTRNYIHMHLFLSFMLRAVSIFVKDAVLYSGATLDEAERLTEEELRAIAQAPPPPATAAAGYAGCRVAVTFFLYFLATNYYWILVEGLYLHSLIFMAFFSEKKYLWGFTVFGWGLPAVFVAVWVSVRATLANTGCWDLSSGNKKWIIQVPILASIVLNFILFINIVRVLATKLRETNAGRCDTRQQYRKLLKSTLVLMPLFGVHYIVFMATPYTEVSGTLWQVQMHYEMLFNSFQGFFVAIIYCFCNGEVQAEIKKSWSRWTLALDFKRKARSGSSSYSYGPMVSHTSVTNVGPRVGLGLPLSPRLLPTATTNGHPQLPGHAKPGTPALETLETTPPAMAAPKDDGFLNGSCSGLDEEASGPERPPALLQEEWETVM
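HEK-293-derived GP2 cells expressing PTHR1 and a GloSensor cAMP reporter, 3,000/well, plated overnight, given luciferin plus IBMX (each 0.5 mM as added) for 1 h at 37 °C, then compound for 1 h at 37 °C. Luminescence was read after 15 min at room temperature.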
Numbers without * were called inactive; i = inactive; ? = inconclusive; . = not tested or not shown; [ ] = remark or other dose. Unless noted, calls come from the whole dose curve; as a rule, active = well fitted curve in the direction sought with a large enough effect; inconclusive = small, poorly fitted or top-dose-only effect, or another doubt; inactive = no such curve, though single readings can be large; an effect the other way counts as inactive or inconclusive. Not all compounds are listed (hit frequency here may not be typical).

1: Cc1ccc(S(=O)(=O)NNC(=O)CC#N)cc1
2: CC(=O)N1CCc2[nH]c3ccccc3c2C1
3: COc1cccc(CC(=O)OC(C)C(=O)Nc2ccc(Cl)cn2)c1 (stereo not drawn)
4: Cc1ccc(/C=C/C(=O)Nc2nn[nH]n2)o1
5: COCCNC(=O)Cn1nc(-c2ccccc2F)ccc1=O
6: Nc1nc(NC(=O)C(Cl)(Cl)Cl)nn1-c1ccccc1
7: Cc1ccc(-c2ccc(/C=N/c3ncn[nH]3)o2)cc1Cl
8: Cc1cnc(C(=O)OCC(=O)N(Cc2ccccc2)C(C)(C)C)cn1

entry no.	1	2	3	4	5	6	7	8
FUS suppressor	-20%	14%	4%	.	13%	.	-5%	15%
Abeta yeast res	0%	3%	33%	1%	-11%	-8%	17%	19%
GLP1R cytotox	23%	2%	2%	16%	-7%	?	?	1%
aSyn rescue	-14%	0%	-4%	-5%	-25%	-3%	5%	11%
TDP43 rescue	-9%	3%	0%	-3%	0%	9%	-1%	19%
pAkt inh	i	i	i	i	i	i	i	i
GLP-1R inv ag	8%	-9%	-9%	14%	1%	-4%	8.9µM*	-4%
MmCpn inh	4%	1%	-3%	1%	1%	0%	1%	-3%
PTHR1 ag	-5%	-11%	-25%	-7%	i	i	i	-31%[inhibitor]

9: O=C1OC(c2ccccc2)(c2cc(Br)ccc2O)c2ccccc21 (stereo not drawn)
10: CC(=O)c1cccc(NS(=O)(=O)N(C)C)c1
11: O=S1(=O)CC(N2CCC(Cc3ccccc3)CC2)CN1C1CCCCC1 (stereo not drawn)
12: O=C(NC1CCCC1)C(c1ccncc1)N(C(=O)c1ccco1)c1ccc(Cl)cc1 (stereo not drawn)
13: Cc1ccc(C)c(S(=O)(=O)NC2CCS(=O)(=O)C2)c1 (stereo not drawn)
14: Cn1nccc1C(=O)Nc1ccc(Cl)cc1
15: CCN(CC(=O)NCc1cccs1)C(=O)c1ccc(S(=O)(=O)Nc2cccc(C)c2C)cc1
16: Cc1ccc2nc(-c3cc(N)cc(N)c3)oc2c1

entry no.	9	10	11	12	13	14	15	16
FUS suppressor	29%	-14%	-24%	17%	-18%	4%	.	35%
Abeta yeast res	?	-11%	5%	-12%	4%	6%	-2%	-6%
GLP1R cytotox	?	-14%	10%	-3%	-14%	-8%	10%	-6%
aSyn rescue	-14%	-3%	8%	-1%	2%	-4%	-3%	-1%
TDP43 rescue	-93%[inhibitor]	8%	-6%	-10%	14%	25%	13%	7%
pAkt inh	i	i	i	i	i	i	i	i
GLP-1R inv ag	?	7%	?	7%	2%	21%	-10%	8%
MmCpn inh	.	-1%	.	0%	4%	1%	-3%	-1%
PTHR1 ag	-23%	i	15%	i	-19%	-6%[57.5 µM]	i	-41%[inhibitor]

17: CCCOc1ccc(C2C(C(=O)c3ccco3)=C(O)C(=O)N2CCCn2ccnc2)cc1 (stereo not drawn)
18: COc1ccccc1NC(=O)/C(C#N)=C/C=C/c1ccco1
19: COc1ccc(-c2cc(-c3ccccc3)nc3c2COc2ccc(Cl)cc2-3)cc1
20: O=C(CNC(=O)c1ccccc1F)NCCc1ccc(Cl)cc1Cl
21: CC(C)Oc1cc(F)ccc1-c1cc(C(=O)NCc2ccccc2)[nH]n1
22: CC(C)(C(=O)O)n1cncn1
23: CCCCCC(=O)N1C[C@@H](O)[C@H](n2cc(COC(=O)c3ccccc3)nn2)C[C@@H]1c1ccccc1
24: CCOc1ccc2[nH]c(=O)c(CN(CC3CCCN3CC)C(=O)NCc3ccccc3)cc2c1 (stereo not drawn)

entry no.	17	18	19	20	21	22	23	24
FUS suppressor	10%	?	19%	-14%	9%	28%	43%	23%
Abeta yeast res	7%	5%	-11%	16%	-29%	9%	0%	15%
GLP1R cytotox	1%	-22%	3%	4%	-3%	5%	-1%	-17%
aSyn rescue	3%	4%	.	1%	7%	-2%	4%	4%
TDP43 rescue	20%	-11%	13%	?	?	1%	0%	1%
pAkt inh	i	i	.	i	i	i	i	i
GLP-1R inv ag	2%	0%	-6%	-22%	?	18%	?	-14%
MmCpn inh	-6%	-18%	.	-1%	.	0%	.	0%
PTHR1 ag	i	-5%[57.5 µM]	i	-53%[inhibitor]	i	3%	i	-2%[57.5 µM]

25: Cc1ccc2sc(N(Cc3cccnc3)C(=O)Cc3ccccc3)nc2c1C
26: Cc1cc(N2CC(C)OC(C)C2)nc(C(C)C)n1 (stereo not drawn)
27: CCN(CC)C(=O)c1c[nH]c2ccc(S(=O)(=O)Nc3cc(C)cc(C)c3)cc2c1=O
28: CCC(=O)c1ccc(OC(=O)c2cccs2)cc1
29: N#C/C(=C\c1c(N2CCC(C(N)=O)CC2)nc2ccccn2c1=O)S(=O)(=O)c1ccc(Cl)cc1
30: Cc1oc(-c2ccc(Cl)cc2)cc1-c1nn2c(-c3ccoc3C)nnc2s1
31: CC[N+](C)(CC)CC(O)COCC1COc2ccccc2O1 (stereo not drawn)
32: Cc1nc(-c2c(-c3ccc(O)cc3O)noc2C(F)(F)F)cs1

entry no.	25	26	27	28	29	30	31	32
FUS suppressor	6%	-11%	30%	-44%	26%	.	.	4%
Abeta yeast res	-36%[inhibitor]	4%	5%	6%	7%	1%	0%	-6%
GLP1R cytotox	2%	-5%	0%	17%	-10%	5%	3%	-14%
aSyn rescue	.	-5%	-1%	-1%	4%	-7%	-10%	0%
TDP43 rescue	?	7%	-8%	0%	-4%	-2%	-21%	-16%
pAkt inh	.	i	i	i	i	i	i	.
GLP-1R inv ag	13%	9%	-24%	14%	9%	14%	-4%	?
MmCpn inh	.	2%	0%	.	1%	-6%	0%	3%
PTHR1 ag	-24%	-24%	-6%[57.5 µM]	-15%	-22%	i	6%	-10%[57.5 µM]

Record cards, from the list above.
Profile of `CCC(=O)c1ccc(OC(=O)c2cccs2)cc1` → FUS suppressor: -44%; Abeta yeast res: 6%; GLP1R cytotox: 17%; aSyn rescue: -1%; TDP43 rescue: 0%; pAkt inh: i; GLP-1R inv ag: 14%; MmCpn inh: .; PTHR1 ag: -15%
Profile of `Cc1oc(-c2ccc(Cl)cc2)cc1-c1nn2c(-c3ccoc3C)nnc2s1` → FUS suppressor: .; Abeta yeast res: 1%; GLP1R cytotox: 5%; aSyn rescue: -7%; TDP43 rescue: -2%; pAkt inh: i; GLP-1R inv ag: 14%; MmCpn inh: -6%; PTHR1 ag: i

(more compounds)
33: COC(=O)c1cccc(NC(=O)Nc2ccc(Cl)cc2Cl)c1
34: Cc1ccc(C(=O)ONc2ccc(N=O)cc2)cc1
35: OC(c1ccc(F)cc1)C(CN1CCOCC1)c1ccccc1 (stereo not drawn)
36: OC(COCc1ccco1)CN1CCN(C(c2ccccc2)c2ccccc2)CC1 (stereo not drawn)
37: COc1ccccc1Nc1ccc(NS(=O)(=O)c2ccc(C(C)=O)cc2)cc1
38: c1ccc(Cn2ncc3c(NCc4ccco4)ncnc32)cc1
39: CCOc1ccc(S(N)(=O)=O)cc1-c1nc2c(C(C)(C)C)nn(C)c2c(=O)[nH]1
40: N#Cc1ccccc1NC(=O)C(=O)NCCCN1CCCC1=O
41: CN1CCOC1c1ccc(C2OCCN2C)cc1 (stereo not drawn)

entry no.	33	34	35	36	37	38	39	40	41
FUS suppressor	10%	.	-4%	-18%	?	28%	17%	-8%	29%
Abeta yeast res	1%	-18%	9%	?	2%	-7%	-9%	7%	-12%
GLP1R cytotox	-42%	15%	6%	9%	1%	-22%	1%	6%	10%
aSyn rescue	0%	-39%[inhibitor]	-3%	3%	8%	3%	-2%	-8%	10%
TDP43 rescue	8%	-4%	-6%	-1%	4%	7%	-16%	7%	-1%
pAkt inh	i	i	i	i	i	i	i	i	i
GLP-1R inv ag	?	-12%	0%	?	?	0%	104%[activator]	0%	2%
MmCpn inh	0%	-2%	2%	0%	-4%	0%	0%	2%	.
PTHR1 ag	-30%[inhibitor]	-38%[inhibitor]	i	-9%	-41%[inhibitor]	15%[57.5 µM]	i	-14%	i

Gathered by group, those above containing an NH in an aromatic ring (seven)
2: CC(=O)N1CCc2[nH]c3ccccc3c2C1
4: Cc1ccc(/C=C/C(=O)Nc2nn[nH]n2)o1
7: Cc1ccc(-c2ccc(/C=N/c3ncn[nH]3)o2)cc1Cl
21: CC(C)Oc1cc(F)ccc1-c1cc(C(=O)NCc2ccccc2)[nH]n1
24: CCOc1ccc2[nH]c(=O)c(CN(CC3CCCN3CC)C(=O)NCc3ccccc3)cc2c1 (stereo not drawn)
27: CCN(CC)C(=O)c1c[nH]c2ccc(S(=O)(=O)Nc3cc(C)cc(C)c3)cc2c1=O
39: CCOc1ccc(S(N)(=O)=O)cc1-c1nc2c(C(C)(C)C)nn(C)c2c(=O)[nH]1

entry no.	2	4	7	21	24	27	39
FUS suppressor	14%	.	-5%	9%	23%	30%	17%
Abeta yeast res	3%	1%	17%	-29%	15%	5%	-9%
GLP1R cytotox	2%	16%	?	-3%	-17%	0%	1%
aSyn rescue	0%	-5%	5%	7%	4%	-1%	-2%
TDP43 rescue	3%	-3%	-1%	?	1%	-8%	-16%
pAkt inh	i	i	i	i	i	i	i
GLP-1R inv ag	-9%	14%	8.9µM*	?	-14%	-24%	104%[activator]
MmCpn inh	1%	1%	1%	.	0%	0%	0%
PTHR1 ag	-11%	-7%	i	i	-2%[57.5 µM]	-6%[57.5 µM]	i
